# TR SRC2 fluor cs – alters Texas Red total fluorescence, flagging assay interference | TRb/SRC2 Texas Red total fluorescence interference | Potency, µM (doses to about 106 µM), for the others: top-dose fluorescence change, negative = quenching | actives 0.29% (n = 280,000) | AID 1479; active means well fitted curve in either direction with a large enough effect; inconclusive means small, poorly fitted or top-dose-only effect; further: on the % scale 0 is the no-effect control and ±100 the full control effect
#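 Human TRb ligand-binding domain at 0.6 uM with 20 nM Texas Red SRC2 peptide in Tris buffer containing 1 uM T3 and 5% DMSO, incubated with compound 5 h at ambient temperature. Total fluorescence (555/632 nm) calculated as parallel + 2 × perpendicular.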
# Tau fibril FP – tau fibrillization inhibition (FP); P10636; K18 P301L tau heparin fibrillization, Alexa594 FP, 6 h; Potency, µM (highest dose often 57.7 µM), for inactives: at the highest dose activity, negative = inhibition, actives largely listed as inhibitors; actives 0.39% (n = 280,000); AID 1468; further: on the % scale 0 is the no-effect control and ±100 the full control effect; nearly all actives have a fitted effect of over 55% in size
# Target sequence (P10636 561-689 P618L limits assumed): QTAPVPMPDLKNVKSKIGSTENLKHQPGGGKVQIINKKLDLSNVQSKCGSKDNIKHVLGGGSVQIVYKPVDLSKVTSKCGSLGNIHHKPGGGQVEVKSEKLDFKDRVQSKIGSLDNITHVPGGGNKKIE
#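 Recombinant K18 P301L […], labeled with Alexa 594 at 0.24 uM over 15 uM unlabeled; heparin inducer 20 uM final; 37 C, 6 hr; FP endpoint.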
# Tau ThT inhib – tau fibrillization inhibition (ThT binding); P10636; recombinant tau K18 P301L, heparin-induced fibrillization, ThT fluorescence; Potency, µM (doses to about 57.4 µM), without a hit: at the highest dose activity, negative = inhibition, most hits filed as inhibitors; actives 2.1% (n = 270,000); AID 1460; further: on the % scale 0 is the no-effect control and ±100 the full control effect; nearly all actives have a fitted effect of over 55% in size
#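 Tau K18 P301L fragment (15 uM unlabeled plus 0.24 uM Alexa 594-labeled) in 100 mM sodium acetate pH 7 with compound, fibrillization induced by 20 uM heparin for 6 hr at 37 C. Thioflavin T (30 uM) added, fluorescence read after 1 hr (ex 450, em 510 nm).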
# Tau fluor counter – counter-screen for tau fibril formation inhibitors; actives 0.93% (n = 280,000); tau K18 P301L Alexa594 fluorescence, heparin fibrillization; Potency, µM (doses to about 57.7 µM), inactives show at the highest dose activity change, negative = decrease; further: on the % scale 0 is the no-effect control and ±100 the full control effect; nearly all actives have a fitted effect of over 55% in size
#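 Human tau K18 P301L (15 uM unlabeled, 0.24 uM Alexa 594-labeled) in 100 mM sodium acetate pH 7 with 20 uM heparin, 6 hr at 37 C. ThT 30 uM added, 1 hr ambient; Alexa 594 FP and total fluorescence read at 555/632 nm.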
# L3MBTL1 block – inhibitors of human L3MBTL1. Potency, µM (top dose mostly 57.1 µM), for the others: at the highest dose activity, negative = inhibition, hits mostly inhibitors. actives 0.66% (n = 230,000). Q9Y468. AlphaScreen L3MBTL1–H3K9me1 peptide binding; further: on the % scale 0 is the no-effect control and ±100 the full control effect; nearly all actives have a fitted effect of over 60% in size
#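 First, the protein-peptide complex forms for 30 min at room temperature (L3MBTL1 50 nM, biotinylated H3K9me1 peptide 75 nM). Next, compounds are pin-transferred and incubated 30 min. Finally, AlphaScreen beads are added and read after 30 min.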
# RECQ1 inh – RECQ1 (human) helicase inhibition; RECQ1 DNA unwinding, red fluorescence kinetic read; P46063; actives 0.54% (n = 240,000); AID 2549; Potency, µM (titrated, usually from 57.3 µM), inactives show at the top dose activity, negative = inhibition, hits mostly inhibitors;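 further: plate controls were vehicle for no effect and no enzyme for full effect; nearly all actives have a fitted effect of over 30% in size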
# Target sequence (P46063 whole entry, looked up): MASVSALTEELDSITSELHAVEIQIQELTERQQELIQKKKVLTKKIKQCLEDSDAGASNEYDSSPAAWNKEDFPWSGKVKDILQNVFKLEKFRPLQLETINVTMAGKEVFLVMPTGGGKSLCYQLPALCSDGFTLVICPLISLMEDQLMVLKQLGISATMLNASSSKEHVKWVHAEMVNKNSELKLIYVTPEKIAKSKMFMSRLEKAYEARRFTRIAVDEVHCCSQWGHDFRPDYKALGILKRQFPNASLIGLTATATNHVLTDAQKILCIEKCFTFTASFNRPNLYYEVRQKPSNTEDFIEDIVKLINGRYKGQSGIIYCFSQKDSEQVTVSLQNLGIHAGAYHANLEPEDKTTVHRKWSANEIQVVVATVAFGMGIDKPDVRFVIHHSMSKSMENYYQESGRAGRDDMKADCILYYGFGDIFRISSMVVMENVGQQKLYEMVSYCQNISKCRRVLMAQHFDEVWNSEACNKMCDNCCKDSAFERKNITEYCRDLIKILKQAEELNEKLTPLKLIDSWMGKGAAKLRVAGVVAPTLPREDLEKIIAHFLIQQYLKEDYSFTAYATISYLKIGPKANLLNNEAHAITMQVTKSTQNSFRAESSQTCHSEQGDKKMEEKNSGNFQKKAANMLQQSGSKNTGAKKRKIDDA
#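 50 nM RECQ1T1 preincubated 15 min with compound in Tris pH 8.0 buffer with MgCl2, DTT, Tween-20 and 2.5 ug/ml poly(dI-dC); started with 200 nM TAMRA/BHQ-2 forked duplex and 2 mM ATP. Unwinding read as fluorescence (525/598 nm), two reads 2 h apart.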
# TRb SRC2 PPI – inhibitors of human thyroid hormone receptor beta-SRC2 interaction; P10828; TRbeta-SRC2 peptide binding, fluorescence polarization; receptor liganded with 1 µM T3; Potency, µM (titrated, usually from 106 µM), for the others: at the highest dose activity change, negative = inhibition, actives largely listed as inhibitors; actives 0.065% (n = 280,000); AID 1469;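 further: plate controls were bound peptide for no effect and peptide without receptor for full effect; nearly all actives have a fitted effect of over 50% in size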
#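 Read-out is fluorescence polarization (555 nm excitation, 632 nm emission) of a Texas Red SRC2 coactivator peptide; loss of signal reflects blocked binding to human TRb ligand-binding domain in the presence of 1 uM T3.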
# HTT ATP protect – cytoprotection in Huntington HTT-Q103 PC12 cell model; actives 0.14% (n = 230,000); PC12 HTT-Q103 induced, cytoprotection, ATP luminescence, 40 h; Potency, µM (doses to about 56.4 µM), without a hit: cytoprotection (ATP increase), actives largely listed as activators; AID 1471;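 further: % of control where 0% means no effect; nearly all actives have a fitted effect of over 45% in size; toxic huntingtin expression switched on by the ecdysone agonist tebufenozide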
#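 Stable PC12 Q103-GFP cells in serum-supplemented, phenol red-free DMEM; induction by tebufenozide at 100 nM final; compound dose series; cell viability quantified luminescently from ATP.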
# Active calls of the source: *; i = inactive; ? = inconclusive; . = no result given; & = joins results of further samples; [ ] = remark or other dose. Unless noted, the call rests on the fitted dose curve; in most records, active means well fitted curve in the direction sought with a large enough effect; inconclusive means small, poorly fitted or top-dose-only effect, or another doubt; inactive means no such curve, though single readings can be large; an effect the other way counts as inactive or inconclusive. Potency means the concentration at half of the fitted maximal effect. The list is partial (hit frequency here may not be typical).
(1) CCOC(=O)C1=C(C)OC(N)=C(C#N)C1c1ccsc1 (centres undefined)
(2) CCOc1ccc(NS(=O)(=O)c2cc(OC)ccc2OC)cc1
(3) O=C(O)CCC(=O)NNC(=O)CCC1CCCCC1
(4) CCC(C)[C@H](Nc1nc(-c2ccccc2)nc2c1oc1ccccc12)C(=O)O (some centres undefined)
(5) CC1CC2(CC(C)(C(=O)CSc3nc4ccccc4s3)OC2=O)C(=O)O1 (centres undefined)
(6) O=C(Nc1ccc(Cl)cc1)c1ccc2c(c1)OCO2
(7) Cc1cc(/C=C2/C(=N)N3C(=NC2=O)SN=C3S(C)(=O)=O)c(C)n1-c1ccccc1F
(8) COc1cc(C(=O)NCC(=O)OCC(=O)c2ccc[nH]2)cc(OC)c1OC

entry no.	1	2	3	4	5	6	7	8
TR SRC2 fluor cs	3%	0%	-3%	-1%	-3%	-5%	-2%	-8%
Tau fibril FP	-13%	-4%	9%	1%	?	-2%	7%	-6%
Tau ThT inhib	?	-18%	-1%	7%	?	-8%	-17%	-1%
Tau fluor counter	-14%	-20%	8%	-1%	-18%	-3%	-12%	-3%
L3MBTL1 block	-3%	.	5%	-3%	4%	2%	.	-12%
RECQ1 inh	-3%	i	-21%	-12%	-1%	i	-28%	-1%
TRb SRC2 PPI	9%	8%	-2%	-3%	-2%	6%	-2%	-6%
HTT ATP protect	1%	17%	18%[10 µM]	-23%	-19%	-37%	-177%[inhibitor]	-3%[10 µM]

(9) O=C(NC(=S)Nc1cccc(NC(=S)NC(=O)c2ccco2)n1)c1ccco1
(10) CCCCCC1(C(=O)OCC)CC(CSC(=N)N)OC1=O (centres undefined)
(11) CCCNC(=O)COC(=O)c1ccc(-c2ccccc2)cc1
(12) NC(=O)NC(=O)CSc1nc(-c2ccccc2)c(-c2ccccc2)n1CC1CCCO1 (centres undefined)
(13) CCOc1ccccc1C(=O)N(CN1CCCC1=O)c1ccc(C)c(Cl)c1
(14) O=C(c1ccccc1)c1c[nH]c(C(=O)NNc2cccc(Cl)n2)c1
(15) CC(=O)c1cccc(NS(=O)(=O)c2ccc3c(c2)NC(=O)CC(=O)N3)c1
(16) CNc1ccc(-c2nc(-c3ccccc3C)no2)cc1[N+](=O)[O-]

entry no.	9	10	11	12	13	14	15	16
TR SRC2 fluor cs	3%	-1%	2%	0%	-2%	-2%	-2%	-1%
Tau fibril FP	?	-12%	-1%	-2%	-10%	9%	-2%	-1%
Tau ThT inhib	-6%	-9%	-12%	-14%	-12%	2%	8%	2%
Tau fluor counter	-10%	-7%	-6%	-9%	-9%	-1%	1%	-17%
L3MBTL1 block	9%	4%	-25%	-6%	-6%	-7%	.	.
RECQ1 inh	27%	-12%	-9%	4%	0%	i	.	.
TRb SRC2 PPI	-11%	-12%	0%	-4%	-4%	11%	0%	1%
HTT ATP protect	-30%[10 µM]	-12%[10 µM]	-17%	-31%	17%	5%	.	.

(17) CC(NO)C(C)(C)NO (centres undefined)
(18) CCCCOc1ccc(C(=O)OC(C)CN(C)C)cc1 (centres undefined)
(19) Cc1nc(C)c(C(=O)O)c(-c2ccsc2)c1C(=O)O
(20) CCc1ccccc1NC(=O)CN(C)C(=O)CN1C(=O)NC2(CCCCCC2)C1=O
(21) COc1ccc(N2CC(C(=O)NCc3nnnn3-c3ccc(C)c(C)c3)CC2=O)cc1 (centres undefined)
(22) CC(=O)c1ccc(-n2cc(-c3ccc(C(C)(C)C)cc3)[n+]3c2SCCC3)cc1
(23) Cc1ccccc1CC1(CO)CCCN(C(=O)c2cc(Cl)ccc2F)C1 (centres undefined)
(24) CCNc1ccc(S(=O)(=O)N(C)C)cc1[N+](=O)[O-]

entry no.	17	18	19	20	21	22	23	24
TR SRC2 fluor cs	0%	-1%	-6%	-2%	-2%	0%	-3%	-1%
Tau fibril FP	5%	-4%	3%	0%	3%	-8%	-1%[2.34 µM]	-2%
Tau ThT inhib	4%	2%	.	-13%	10%	-3%	-1%	-6%
Tau fluor counter	2%	0%	-5%	-7%	8%	1%	5%[2.34 µM]	-2%
L3MBTL1 block	9%	-9%	.	.	.	1%	13%	3%
RECQ1 inh	-16%	-4%	-9%	0%	.	-14%	-9%	-1%
TRb SRC2 PPI	1%	-3%	3%	2%	3%	-7%	0%	1%
HTT ATP protect	-6%[0.074 µM]	4%	-11%[10 µM]	28%	.	-49%[inhibitor]	7%[10 µM]	-2%[10 µM]

(25) COCCSc1ccccc1C(=O)N1CCc2ccccc2C1
(26) O=C(CSc1nnc(-c2ccncc2)n1CC1CCCO1)Nc1nccs1 (centres undefined)
(27) COCCNC(=O)CSc1nnc(-c2ccc(C)cc2)c(-c2ccc(C)cc2)n1
(28) O=S(=O)(NCCC1=CCCCC1)c1cccc2nsnc12
(29) CNC(=S)N/N=C/c1ccc(-c2cc([N+](=O)[O-])ccc2Cl)o1
(30) CN(CC(=O)NCc1cccs1)S(=O)(=O)c1cccc2cccnc12
(31) Cc1nn(-c2ccccc2)c(-n2cccc2)c1C(=O)NCCCN1CCN(c2ccccc2F)CC1
(32) Cc1c(Cl)cnc(NC(=O)COC(=O)Cc2coc3ccc4ccccc4c23)c1Cl

entry no.	25	26	27	28	29	30	31	32
TR SRC2 fluor cs	1%	-3%	-1%	-5%	-8%	-2%	-2%	9%
Tau fibril FP	-1%	2%	1%	-4%	-1%	-2%	-6%	7%
Tau ThT inhib	-10%	2%	-10%	-13%	-1%	-5%	-10%	?
Tau fluor counter	-8%	6%	-3%	-21%	-8%	-5%	-14%	-23%
L3MBTL1 block	-1%	11%	-14%	3%	49%[activator]	.	.	-2%
RECQ1 inh	i	i	i	-6%	i	-12%	.	-10%
TRb SRC2 PPI	0%	-3%	2%	-4%	-7%	-9%	7%	8%
HTT ATP protect	-1%[10 µM]	13%[10 µM]	-52%[inhibitor][1.9 µM]	5%[0.074 µM]	-62%[inhibitor]	-7%	.	34%[1.9 µM]

# Four compounds picked at random from the list so far, as already listed:
(29) CNC(=S)N/N=C/c1ccc(-c2cc([N+](=O)[O-])ccc2Cl)o1
(30) CN(CC(=O)NCc1cccs1)S(=O)(=O)c1cccc2cccnc12
(25) COCCSc1ccccc1C(=O)N1CCc2ccccc2C1
(32) Cc1c(Cl)cnc(NC(=O)COC(=O)Cc2coc3ccc4ccccc4c23)c1Cl

entry no.	29	30	25	32
TR SRC2 fluor cs	-8%	-2%	1%	9%
Tau fibril FP	-1%	-2%	-1%	7%
Tau ThT inhib	-1%	-5%	-10%	?
Tau fluor counter	-8%	-5%	-8%	-23%
L3MBTL1 block	49%[activator]	.	-1%	-2%
RECQ1 inh	i	-12%	i	-10%
TRb SRC2 PPI	-7%	-9%	0%	8%
HTT ATP protect	-62%[inhibitor]	-7%	-1%[10 µM]	34%[1.9 µM]

# Among those listed so far, 3 contain a nitro group on carbon:
(16) CNc1ccc(-c2nc(-c3ccccc3C)no2)cc1[N+](=O)[O-]
(24) CCNc1ccc(S(=O)(=O)N(C)C)cc1[N+](=O)[O-]
(29) CNC(=S)N/N=C/c1ccc(-c2cc([N+](=O)[O-])ccc2Cl)o1

entry no.	16	24	29
TR SRC2 fluor cs	-1%	-1%	-8%
Tau fibril FP	-1%	-2%	-1%
Tau ThT inhib	2%	-6%	-1%
Tau fluor counter	-17%	-2%	-8%
L3MBTL1 block	.	3%	49%[activator]
RECQ1 inh	.	-1%	i
TRb SRC2 PPI	1%	1%	-7%
HTT ATP protect	.	-2%[10 µM]	-62%[inhibitor]

# (cont.)
(33) CCCS(=O)(=O)N1CCN(C(=O)c2cc(OC)cc(OC)c2)CC1
(34) CN(C)CCCNc1oc(/C=C/c2ccc(F)cc2)nc1C#N
(35) CCOc1ccc(NC(=O)c2ccccc2OCC(=O)c2ccccc2)cc1
(36) O=S(=O)(Nc1ccc(-c2nc3cccnc3s2)cc1)c1cccs1
(37) CCOc1ccc2nc(NC(=S)NCc3ccccc3)sc2c1
(38) COc1cccc(C(=O)Nc2cc(-c3ccccc3)no2)c1
(39) Cc1ccc(OCC(O)CN2C(=O)NC(C)(C)C2=O)c(C)c1 (centres undefined)
(40) O=S(=O)(c1ccccc1C(F)(F)F)N1C=CC(C(F)(F)F)=NCC1

entry no.	33	34	35	36	37	38	39	40
TR SRC2 fluor cs	-2%	0%	-4%	-8%	4%	-25%	-1%	1%
Tau fibril FP	-3%	3%	-4%	-11%	-3%	?	0%	-4%
Tau ThT inhib	-7%	-8%	-18%	4%	-19%	-14%	-5%	1%
Tau fluor counter	-2%	-10%	?	5%	?	?	-3%	-9%
L3MBTL1 block	12%	.	.	-4%	.	.	0%	3%
RECQ1 inh	0%	.	-3%	-17%	-7%	.	24%	0%
TRb SRC2 PPI	-1%	-6%	-2%	-3%	-2%	0%	2%	4%
HTT ATP protect	20%[10 µM]	.	-50%[inhibitor]	-15%	?	.	.	4%[10 µM]

(41) COc1ccc(CNC(=O)CCS(=O)(=O)c2cc3c4c(c2)CCN4C(=O)CC3)cc1
(42) CCC(C)(C)N=C(NC#N)Nc1cccnc1
(43) Nc1ccccc1SC1CC(=O)N(c2ccc3c(c2)OCO3)C1=O (centres undefined)
(44) CC(NC(=O)c1ccc(C23CC4CC(CC(C4)C2)C3)cc1)C(=O)O (centres undefined)
(45) Cc1cc(Cl)c(S(=O)(=O)Nc2ccc3c(c2)OCO3)cc1OCC(N)=O

entry no.	41	42	43	44	45
TR SRC2 fluor cs	-2%	-6%&-1%	0%	1%	0%
Tau fibril FP	-3%	2%&8%	-3%	-3%	-2%
Tau ThT inhib	-1%	-6%&-6%	.	-8%	-6%
Tau fluor counter	-3%	-4%&-9%	?	1%	-7%
L3MBTL1 block	.	.	.	.	3%
RECQ1 inh	.	-8%&2%	-1%	i	6%
TRb SRC2 PPI	-10%	-8%&4%	6%	-2%	3%
HTT ATP protect	.	8%	-7%[10 µM]	-27%	8%

# Screening data as filed in PubChem BioAssay.
